TEAD-YAP inh: TEAD-YAP interaction inhibition; AID 1259422; HEK-TIYL cells, TEAD-Gal4/YAP UAS-luciferase luminescence; inhibition, % at 9.12 µM; 1.4% of 640,000 active; in the data active = inhibition above about 32%;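 note: 0% = median of test compound wells and 100% = reference inhibitor wells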
MITF inh: inhibitors of human MITF. O75030. AlphaScreen MITF homodimerization, bead proximity signal. inhibition, % at 2.6 µM. 0.91% of 650,000 active; in the data active = inhibition above about 50%;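 note: 0% = vehicle wells with protein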
Target sequence (O75030 whole entry, looked up): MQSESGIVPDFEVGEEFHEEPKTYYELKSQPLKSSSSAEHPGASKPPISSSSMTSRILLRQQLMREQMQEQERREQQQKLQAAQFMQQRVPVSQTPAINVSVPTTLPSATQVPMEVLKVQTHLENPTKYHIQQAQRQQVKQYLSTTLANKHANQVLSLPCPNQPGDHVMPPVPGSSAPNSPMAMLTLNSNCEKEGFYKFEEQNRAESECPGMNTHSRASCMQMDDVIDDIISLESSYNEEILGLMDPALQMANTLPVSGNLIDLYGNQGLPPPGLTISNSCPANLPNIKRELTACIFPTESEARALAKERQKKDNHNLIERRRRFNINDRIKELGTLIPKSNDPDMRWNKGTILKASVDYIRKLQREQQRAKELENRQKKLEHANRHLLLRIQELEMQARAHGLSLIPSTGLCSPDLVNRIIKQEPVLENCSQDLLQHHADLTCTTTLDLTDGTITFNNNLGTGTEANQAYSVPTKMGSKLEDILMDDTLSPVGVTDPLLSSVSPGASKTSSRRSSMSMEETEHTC
GPR151 ag: activators of human GPR151. PathHunter beta-arrestin GPR151 cells, luminescence. activation, % at 11.2 µM. 1% of 650,000 active; in the data active = activation above about 4.9%;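 note: 0% = median of compound wells and 100% = cells with positive control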
Target sequence (Q8TDV0 whole entry, looked up): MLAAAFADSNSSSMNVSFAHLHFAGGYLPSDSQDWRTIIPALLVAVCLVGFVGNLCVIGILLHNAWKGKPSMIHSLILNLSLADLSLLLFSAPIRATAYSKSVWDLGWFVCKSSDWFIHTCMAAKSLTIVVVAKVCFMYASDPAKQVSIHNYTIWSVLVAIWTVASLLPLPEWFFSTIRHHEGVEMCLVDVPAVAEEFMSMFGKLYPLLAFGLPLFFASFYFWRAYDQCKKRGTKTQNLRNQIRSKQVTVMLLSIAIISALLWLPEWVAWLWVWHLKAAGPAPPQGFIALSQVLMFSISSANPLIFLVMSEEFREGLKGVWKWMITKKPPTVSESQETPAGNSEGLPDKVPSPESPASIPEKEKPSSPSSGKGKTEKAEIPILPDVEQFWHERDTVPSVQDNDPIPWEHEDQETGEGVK
FBW7 activator: human FBW7 E3 ligase activation, primary screen. Q969H0. AlphaScreen FBW7–phospho-cyclin E peptide binding, activator screen. normalized activity (activation), % at 26.1 µM. 0.13% of 650,000 active. AID 1259310; in the data active = normalized activity above about 1.9%;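 note: purified mutant Fbw7 with reduced substrate affinity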
Active calls of the source: *.

No.	structure	TEAD-YAP inh	MITF inh	GPR151 ag	FBW7 activator
1	CC1=C(C(=O)OC(C)C)C(c2cccc(O)c2)NC(=O)N1 (stereo unspecified)	-8	-15	-0.5	0.1
2	CC1(C)Cc2c(sc3nc4[nH][nH]c(=S)n4c(=O)c23)CO1	2	-2	0.2	0.2
3	O=C(Nc1ccc(-n2cccn2)cc1)C1CCN(Cc2nccs2)CC1	-3	-2	-0.2	0.6
4	Cc1[nH][nH]c(=O)c1C(c1ccc(-c2ccc(F)cc2[N+](=O)[O-])o1)c1c(C)[nH][nH]c1=O	-3	8	6.0*	-0.8
5	CCC(CCNC(=S)NC(=O)C1CC1)NC(=S)NC(=O)C1CC1 (stereo unspecified)	-2	4	0.8	-0.2
6	Cc1ccc(S(=O)(=O)Cn2nnnc2CN2CCCC(C)C2)cc1 (stereo unspecified)	4	2	0.6	0.3
7	CCCCn1c(=N)c(C(=O)NCc2cccnc2)cc2c(=O)n3cccc(C)c3nc21	-1	-1	-0.1	-0.3
8	Cc1occc1-c1nn(C2CCN(S(=O)(=O)N(C)C)CC2)c(=O)o1	5	24	-0.7	0.3
9	O=C(CC1c2ccccc2Oc2ccccc21)Nc1ccc2c(c1)oc1ccccc12	5	4	-1.0	0.0
10	COc1cc(C(=O)OC2CCOC2=O)cc(OC)c1OC (stereo unspecified)	-9	6	0.7	-0.1
11	CCOC(=O)c1c(C)n(CCNC(C)=O)c2cc(Br)c(OC)cc12	12	17	0.3	0.5
12	CCNC(=S)N1CCN(c2ccccc2OCC)CC1	-3	-7	0.8	-0.1
13	COc1ccc(OC)c(CCNC(=O)C(C)n2c3ccccc3c3nc(=O)cc(C)n32)c1 (stereo unspecified)	15	1	-0.7	0.7
14	Cc1ccc(/C=C(\C#N)C(=O)Nc2ccc(C(F)(F)F)cc2)o1	-11	-5	2.3	0.0
15	COC(=O)c1ccc(NC(=O)CN2CCN(CC(=O)Nc3ccccc3OC)CC2)cc1	17	10	-0.3	0.1
16	Cc1ccc2nc(-c3ccc(NC(=O)c4cccc(F)c4)cc3)sc2c1	5	4	-0.2	0.0
17	COc1ccc(-c2nc(C(=O)NCc3nc4ccccc4[nH]3)cs2)cc1	-5	-3	2.4	-0.2
18	Cc1cccc(OCC(=O)N/N=C\c2cccnc2)c1C	-4	10	0.9	0.1
19	CC1(C)CC(=O)c2sc(NC(=O)C3CCCCC3)nc2C1	-8	-6	-1.8	0.3
20	COc1ccc(C2CC(=O)N(C)c3ccccc3S2)cc1 (stereo unspecified)	9	5	-0.5	-0.1
21	COc1cccc(/C=C2\N=C(c3ccc(F)cc3)OC2=O)c1OC	-8	1	-1.7	0.0
22	Cc1ccc(OC(=O)c2ccc(Cl)cc2)cc1	-14	5	0.6	0.1
23	Cc1sc2c(c1C)CN(CC1CCCO1)CN2C(=O)c1ccco1 (stereo unspecified)	-4	17	-1.3	0.5
24	Cc1ccc(-c2csc(NC(=O)c3ccc(S(=O)(=O)N4CCOCC4)cc3)n2)o1	28	1	-0.6	-0.3
25	Oc1ccc(Nc2ncnc3ccccc23)cc1	-3	7	-1.6	0.1
26	Cc1ccc(NC(=O)Cn2cccc2)cc1C	-1	-7	2.2	-0.1
27	CCOC(=O)CCCNCc1ccc(C(F)(F)F)cc1	-17	3	-1.7	-0.1
28	Cc1cc(NC(=O)c2cccn(OCc3ccccc3F)c2=O)no1	-2	-3	-1.0	-0.1
29	CC1Oc2cccnc2N(Cc2ccccc2F)C1=O (stereo unspecified)	-9	-14	0.2	0.1
30	Cc1nc2c(c(N3CCOCC3)n1)CN(CCS(=O)(=O)c1ccccc1)CC2	-3	-1	1.0	-0.1
31	Cc1ncc([N+](=O)[O-])n1Cc1ccc(Cl)cc1Cl	4	11	-0.1	0.9
32	CCOc1cccc(/C=C2\SC(=S)N(C)C2=O)c1O	1	12	-0.7	0.9
33	CCCCc1ccc(NC(=O)COC(=O)c2ccc(NC(N)=O)cc2)cc1	-2	-8	0.4	0.1
34	COc1cc(C2Nc3ccccc3-c3nnc(SC)nc3O2)ccc1O (stereo unspecified)	4	16	2.2	0.1
35	Cc1ccc2onc(CC(=O)Nc3ccccc3F)c2c1	-49	6	1.5	0.1
36	COc1cccc(OC)c1C(=O)Nc1ccc(Cl)c(-c2nc3ncccc3o2)c1	-4	15	-0.4	-0.1
37	Cc1cccc(C(C)C)c1NC(=O)c1ccco1	0	-4	0.1	0.1
38	COc1ccc(OCc2ccccc2)c(/C=C2/N=C(C)OC2=O)c1	-2	-3	0.0	-0.2
39	NC(=O)C1(c2ccccc2)CCCN1C(=O)c1ccccc1Br (stereo unspecified)	-8	10	1.9	-0.1
40	COc1ccc(-n2c(SCC(=O)c3ccc(Br)cc3)nc3ccsc3c2=O)cc1	10	6	1.7	0.2
41	COc1ccc(NC(=O)N2c3ccccc3Sc3ccccc32)c(OC)c1	-19	17	2.4	0.4
42	COC(=O)CCCC(=O)Nc1ccc(C(=O)OC)cc1	-12	-8	-0.2	0.1
43	Cc1[nH][nH]c(=O)c1C(c1ccc(-c2ccc(Cl)cc2)o1)c1c(C)[nH][nH]c1=O	10	12	0.7	-1.1
44	CN(Cc1ccccc1)C(=O)c1nc2ccccn2c1CNCCc1ccncc1	3	6	0.2	-0.1
45	Cc1nc2ccccc2c(=O)n1-c1cccc(NS(=O)(=O)c2ccc3c(c2)OCCO3)c1	1	8	-0.4	0.1

As entered above.
Reading of #12 under GPR151 ag: 0.8
Reading of #8 under GPR151 ag: -0.7
Reading of #31 under FBW7 activator: 0.9

Along the list, as entered above.
FBW7 activator for nos. 36–44 → -0.1, 0.1, -0.2, -0.1, 0.2, 0.4, 0.1, -1.1, -0.1
MITF inh for nos. 36–44 → 15, -4, -3, 10, 6, 17, -8, 12, 6

More compounds:
No.	structure	TEAD-YAP inh	MITF inh	GPR151 ag	FBW7 activator
46	CCCCc1ccc(C2=N/C(=C\c3ccc(C)cc3)C(=O)N2c2ccc(C)cc2C)cc1	0	-1	-0.2	-0.1
47	CCC1CCCCN1C(=O)CSc1nc2c(c(=O)n1Cc1ccccc1)SC(C)C2 (stereo unspecified)	0	4	-0.4	-0.3
48	O=[N+]([O-])c1cc(CNCc2ccccc2)ccc1N1CCCCC1	-45	44	5.6*	-0.4
49	COc1ccc(NS(=O)(=O)c2cc(-c3nnnn3C)ccc2OC)cc1	3	10	-0.6	0.2
50	CC(=O)c1sc(N/N=C/c2cccc([N+](=O)[O-])c2)nc1C	-5	6	4.2	0.1
51	Cc1cc(=O)nc2c3ccccc3n(CC(=O)N3CCc4ccccc43)n12	-10	-1	3.0	0.2
52	CCC(C)NC(=O)c1c[nH]c2ccc(S(=O)(=O)N(C)c3cc(C)ccc3C)cc2c1=O (stereo unspecified)	-13	3	-0.2	0.0
53	COc1ccccc1CNC(=O)CN(C1CCCCC1)S(=O)(=O)c1ccc(C)cc1	9	-8	2.3	-0.2
54	CCN1C(=O)C(O)(CC(=O)c2cc(C)ccc2C)c2ccccc21 (stereo unspecified)	-4	-8	-1.0	-0.2
55	CCOC(=O)N1CCN(C(c2ccccn2)c2ccc3cccnc3c2O)CC1 (stereo unspecified)	7	91*	-1.8	-0.3
56	O=C1CCCN1CCCNc1nc(NCCCN2CCCC2=O)c2[nH]cnc2n1	2	8	1.7	0.3
57	O=C(/C=C/c1ccccc1)Nc1ccc(S(=O)(=O)Nc2ccc(F)cc2)cc1	5	-5	0.4	-0.1
58	Cc1n[nH]c(C)c1CNC(=O)c1ccc(CN(C)CCc2ccccc2)[nH]c1=O	8	8	-0.9	0.8
59	O=C(c1ccncc1)N(Cc1ccco1)Cc1cc2ccccc2[nH]c1=O	8	8	-0.3	0.1
60	O=C(CCl)NC(=O)c1ccccc1Br	-1	-11	-0.9	-0.2
61	CC(C)(C)C(/C=C/c1ccc(Cl)cc1Cl)NC(=O)C1(NC=O)CCCC1 (stereo unspecified)	9	12	-0.6	0.1
62	Cc1ccc(NCN2C(=O)C3CCC(C)CC3C2=O)cc1 (stereo unspecified)	-4	-4	0.0	0.1
63	CCN(CC)CCN=Cc1c(O)n(-c2ccccc2)c(=S)[nH]c1=O	-5	0	1.2	-0.2
64	O=c1/c(=C\c2ccccc2)sc2nnc(-c3ccc([N+](=O)[O-])cc3)n12	5	3	1.5	0.0
65	O=C(CSCc1ccccc1Cl)NC1CCCC1	-32	10	1.2	-0.1
66	CCCN(CCC)S(=O)(=O)c1ccc(C(=O)Nc2nc3ccc4nc(SC)sc4c3s2)cc1	-2	-6	2.2	-0.1
67	COC(=O)c1ccc(-c2ccc(/C=C3\C(=O)N(CCCO)C(=O)C(C#N)=C3C)o2)cc1	-25	6	-1.3	-0.1
68	CC(C)(C)OC(=O)NNC(=O)c1ccc(NS(=O)(=O)/C=C/c2ccccc2)cc1	-7	-3	-0.7	-0.2
69	CCOc1nc(NCCN2CCOCC2)nc(Nc2ccc(I)cc2C)n1	-7	1	1.3	0.1
70	Cc1nc(CCNC(=O)c2cc(COc3ccc(F)cc3Cl)on2)sc1C	3	1	-0.1	0.2
71	O=C(CSc1nc2cc3c(cc2c(=O)n1Cc1ccco1)OCO3)NCC1CCCO1 (stereo unspecified)	-5	6	-1.6	0.4
72	O=C(c1cccc(C(F)(F)F)c1)n1nnc2ccccc21	-10	-1	-1.2	-0.1
73	O=C(CN1C(=O)C2C3C=CC(C3)C2C1=O)OCC(=O)c1ccc([N+](=O)[O-])cc1 (stereo unspecified)	7	11	0.2	-0.1
74	COc1ccc(-c2ccc(N3CCCC(C(=O)Nc4ccc(C(C)=O)cc4)C3)nn2)cc1 (stereo unspecified)	-5	-4	0.0	0.0
75	O=[N+]([O-])c1ccccc1CN1CCSCC1	0	38	0.3	-0.1

Next section; the last five above are carried over.
No.	structure	TEAD-YAP inh	MITF inh	GPR151 ag	FBW7 activator
71	O=C(CSc1nc2cc3c(cc2c(=O)n1Cc1ccco1)OCO3)NCC1CCCO1 (stereo unspecified)	-5	6	-1.6	0.4
72	O=C(c1cccc(C(F)(F)F)c1)n1nnc2ccccc21	-10	-1	-1.2	-0.1
73	O=C(CN1C(=O)C2C3C=CC(C3)C2C1=O)OCC(=O)c1ccc([N+](=O)[O-])cc1 (stereo unspecified)	7	11	0.2	-0.1
74	COc1ccc(-c2ccc(N3CCCC(C(=O)Nc4ccc(C(C)=O)cc4)C3)nn2)cc1 (stereo unspecified)	-5	-4	0.0	0.0
75	O=[N+]([O-])c1ccccc1CN1CCSCC1	0	38	0.3	-0.1
76	CCOC(=O)c1sc2ncnc(NCCc3ccccc3Cl)c2c1C	0	-13	-0.1	0.2
77	Cc1c(Cl)cccc1NC(=O)CSc1nc2ccc(N)cc2s1	0	7	-1.0	0.8
78	N#C/C(=C(/O)c1ccc(I)cc1)c1nnc2n1CCCCC2	4	-8	0.1	-0.2
79	C=CCn1c2ccccc2c2nnc(SCCCn3c(=O)[nH]c4ccccc43)nc21	3	6	3.3	-0.1
80	O=C(Nc1ccc(Cc2ccc(NC(=O)C(F)(F)F)cc2)cc1)C(F)(F)F	-2	6	-0.3	0.0
81	CC(C)(C)n1ncc2c(=O)n(CC(=O)NCc3ccccc3)cnc21	-14	10	0.2	0.1
82	COc1ccc(N2C(=O)CSC2c2cc3c(cc2Br)OCO3)cc1 (stereo unspecified)	-6	23	2.6	0.5
83	CS(=O)(=O)c1ccccc1C(=O)Nc1cc(C(F)(F)F)ccc1C(=O)O	-5	-1	1.6	-0.1
84	CCSc1nnc(C2CCCN2CC(=O)NCc2cccs2)n1C (stereo unspecified)	3	5	0.7	0.5
85	CC1=C(C(=O)OCC2CCCO2)C(c2ccc(Cl)cc2)C2=C(CCCC2=O)N1 (stereo unspecified)	15	17	0.0	0.5
86	O=C(CSc1nc2ccccc2c(=O)n1NC(=O)c1ccccc1)NCc1ccccc1	3	-1	-1.2	0.0
87	CS(=O)(=O)N1N=C(c2cccs2)CC1c1ccccc1O (stereo unspecified)	4	-7	2.0	0.0
88	CC(C)[C@H]1CN(Cc2ccccc2F)CCN1C(=O)CCn1ccnc1	4	-12	-1.6	0.0
89	CCOC(=O)/C=C/C(=O)OCc1nc2ccccc2s1	-4	-15	0.0	-0.2
90	COc1c(Cl)cc(Cl)cc1C(c1nnnn1-c1ccccc1C)N(C)C=O (stereo unspecified)	0	21	1.0	0.7
91	O=C(Nc1cccc2ccccc12)N1CC=CCC1	-1	-6	1.8	0.2
92	CCCn1c(=O)c(C(=O)Nc2nc3ccc(Cl)cc3s2)c(O)c2ccccc21	6	0	1.7	-0.1
93	C/C(=N\NP1(=O)C=C(c2ccccc2)OC(c2ccccc2)=C1)c1cccs1	2	-3	3.8	-0.1

High-throughput results (PubChem)
